TDP2 absorb – TDP2 (human) inhibition, absorbance primary screen. O95551. recombinant TDP2, T5PNP hydrolysis, p-nitrophenol absorbance 415 nm. inhibition, % at 12.8 µM. actives 0.34% (n = 370,000). AID 720702;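 active = inhibition above the mean of all tested compounds plus 3 SD, set per campaign, cut at about 25% in these data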;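 note: 0% = DMSO with enzyme and 100% = buffer with substrate but no TDP2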
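Material: recombinant human TDP2; quantity: TDP2 enzyme at 120 nM final; medium: Tris-HCl pH 7.5 with MgCl2; compound: single concentration, 12.8 µM nominal, with 1% DMSO; incubation: 2 h enzyme incubation at 37 °C; signal: epi absorbance; measure: percent inhibition; benchmarks: high control without enzyme, low control DMSO plus TDP2; repeats: singlicate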
HTRA1 inhibitor – inhibitors of human serine peptidase HTRA1. recombinant HTRA1, FP-rhodamine activity-based probe, fluorescence polarization. inhibition, % at 5.96 µM. actives 0.5% (n = 340,000); in the data active = inhibition above about 36%;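 note: 0% = enzyme with DMSO and 100% = wells lacking enzyme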
LEDGF integ inh – blocks HIV-1 LEDGF/p75-dependent DNA integration; actives 0.64% (n = 370,000); inhibition, % at 3.7 µM; AID 743269; TR-FRET IN-LEDGF/p75 DNA integration, Eu/Cy5;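 active = inhibition above the screen-wide mean plus 3 SD, cut at about 13% in these data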;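 note: signal is the Cy5 over europium emission ratio at 671 and 618 nm; 0% = plate median of compound wells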
PRMT1 FP inh – PRMT1 (human) inhibition, primary screen | recombinant PRMT1, activity-based probe fluorescence polarization | inhibition, % at 2.79 µM | actives 1.3% (n = 370,000) | AID 652257;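 active = inhibition above about 21% made by adding two undisclosed values, limit read from the data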
Target sequence (Q99873 whole entry, looked up): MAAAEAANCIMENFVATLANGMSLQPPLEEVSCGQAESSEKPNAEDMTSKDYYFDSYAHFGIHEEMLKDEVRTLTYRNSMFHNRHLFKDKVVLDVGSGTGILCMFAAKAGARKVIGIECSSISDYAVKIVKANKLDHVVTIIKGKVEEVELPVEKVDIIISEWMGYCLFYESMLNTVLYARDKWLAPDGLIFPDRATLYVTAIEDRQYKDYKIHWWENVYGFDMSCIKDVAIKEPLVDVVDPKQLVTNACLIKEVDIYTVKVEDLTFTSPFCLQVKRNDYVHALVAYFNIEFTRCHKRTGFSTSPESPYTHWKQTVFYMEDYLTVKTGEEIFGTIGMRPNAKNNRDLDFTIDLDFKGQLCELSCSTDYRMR
MBD2 DNA inh – inhibitors of human MBD2 binding to methylated oligonucleotide; Q9UBB5; TR-FRET; actives 0.31% (n = 370,000); inhibition, % at 4.4 µM; AID 686964; in the data active = inhibition above about 13%
Target sequence (Q9UBB5 whole entry, looked up): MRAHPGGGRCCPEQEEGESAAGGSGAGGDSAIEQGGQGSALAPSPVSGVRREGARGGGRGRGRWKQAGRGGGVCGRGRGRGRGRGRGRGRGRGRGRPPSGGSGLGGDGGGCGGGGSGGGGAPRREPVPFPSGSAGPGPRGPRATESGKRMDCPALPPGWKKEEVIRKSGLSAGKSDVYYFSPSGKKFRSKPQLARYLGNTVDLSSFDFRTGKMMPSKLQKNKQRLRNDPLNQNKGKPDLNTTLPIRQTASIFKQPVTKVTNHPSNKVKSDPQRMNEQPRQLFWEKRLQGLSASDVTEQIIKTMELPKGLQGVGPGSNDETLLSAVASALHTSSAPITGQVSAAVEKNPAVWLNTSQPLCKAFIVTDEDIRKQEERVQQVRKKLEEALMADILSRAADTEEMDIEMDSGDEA
SIAE primary – blocks human sialic acid acetylesterase; Q9HAT2; SIAE FP-Rh probe binding, fluorescence polarization; inhibition, % at 9.66 µM; actives 0.69% (n = 370,000);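 active = inhibition above a cutoff: mean of compounds within the control limits plus 3 SD of those, cut at about 17% in these data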;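 note: 0% = plate median of compound wells and 100% = probe without SIAE protein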
rCAG binder – binds r(CAG) RNA repeats; r(CAG) RNA repeat, TO-PRO-1 dye displacement fluorescence; actives 1.3% (n = 370,000); inhibition, % at 3 µM;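 active = inhibition above the plate cutoff, the mean of all test compounds on that plate plus 3 SD, cut at about 35% in these data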;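 note: 0% = DMSO alone and 100% = 100 µM mitoxantrone as full dye displacement; higher means more dye released from RNA so lower well fluorescence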
TCR CD3 inh – blocks the human TCR-CD3 interaction; TAMRA-labeled TCR probe fluorescence, biochemical; inhibition, % at 9.4 µM; actives 0.37% (n = 360,000); in the data active = inhibition above about 19%;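 note: recombinant mutant TCR 2C K166C tagged with TAMRA read by polarization; 0% = receptor in buffer alone and 100% = receptor with positive control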
ABHD4 inh – ABHD4 (mouse) inhibition, primary FP screen; purified mABHD4, FP-Rh probe fluorescence polarization; AID 720543; inhibition, % at 8.92 µM; Q8VD66; actives 0.54% (n = 370,000);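 active = inhibition exceeding the mean over every tested compound plus 3 SD, cut at about 30% in these data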;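 note: 0% = plate median of compound wells and 100% = S159A mutant with DMSO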
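Test system: mABHD4 protein; Read-out basis: % inhibition; Incubation: 45 min + 60 min at 25 °C; Repeats: single replicate; Technique: fluorescence polarization with parallel and perpendicular emission, 525/598 nm; Compound: 8.92 µM, single dose; Benchmarks: full inhibition S159A mutant plus DMSO, zero as sample-well median.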
NPR2 activator – GC-B (human) receptor activation; actives 0.11% (n = 370,000); activation, % at 10 µM; AID 1920062; HEK293-GC-B cells, CNP EC30, cGMP TR-FRET; 0% at EC30 CNP, 100% saturating CNP; P20594;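 active = activation at 10 µM reaching about 35% in either raw or pattern-adjusted values, limit read from the data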
Starred values were filed as active, the others as inactive; · = not tested or not shown.

Sample of the layout:
SMILES	TDP2 absorb	HTRA1 inhibitor	LEDGF integ inh	PRMT1 FP inh	MBD2 DNA inh	SIAE primary	rCAG binder	TCR CD3 inh	ABHD4 inh	NPR2 activator
Cc1[nH]c2ccccc2c1C(=O)C(=O)N1CCC2(CC1)OCCO2	-6	4	6	9	8	-8	0	-17	-9	1
COC(=O)C1=C(c2c(C)noc2C)C[C@@H]2CC[C@H]1N2C(=O)NCCNC(C)=O	2	-3	2	0	0	-11	-1	0	2	2
COc1ccc(CNCCc2c[nH]c3ccccc23)c(OC)c1OC	6	-2	0	-6	-2	16	2	-2	-3	-14
Cc1ccccc1-c1ccc2c(c1)C1c3c(-c4ccccc4)nnn3-c3ccccc3C(=O)N1CC2 (stereo not drawn)	8	·	-1	-5	5	-10	5	0	2	0
O=c1c2ccccc2nc(-c2ccc([N+](=O)[O-])cc2)n1-c1ccccc1	-6	8	0	-3	-4	0	-2	0	2	1
CN1CC(C(=O)c2ccc(F)cc2)C(c2ccc(F)cc2)C1 (stereo not drawn)	-14	-7	-4	-2	1	-3	-4	-1	-2	-7

Results, repeating the preview:
SMILES	TDP2 absorb	HTRA1 inhibitor	LEDGF integ inh	PRMT1 FP inh	MBD2 DNA inh	SIAE primary	rCAG binder	TCR CD3 inh	ABHD4 inh	NPR2 activator
Cc1[nH]c2ccccc2c1C(=O)C(=O)N1CCC2(CC1)OCCO2	-6	4	6	9	8	-8	0	-17	-9	1
COC(=O)C1=C(c2c(C)noc2C)C[C@@H]2CC[C@H]1N2C(=O)NCCNC(C)=O	2	-3	2	0	0	-11	-1	0	2	2
COc1ccc(CNCCc2c[nH]c3ccccc23)c(OC)c1OC	6	-2	0	-6	-2	16	2	-2	-3	-14
Cc1ccccc1-c1ccc2c(c1)C1c3c(-c4ccccc4)nnn3-c3ccccc3C(=O)N1CC2 (stereo not drawn)	8	·	-1	-5	5	-10	5	0	2	0
O=c1c2ccccc2nc(-c2ccc([N+](=O)[O-])cc2)n1-c1ccccc1	-6	8	0	-3	-4	0	-2	0	2	1
CN1CC(C(=O)c2ccc(F)cc2)C(c2ccc(F)cc2)C1 (stereo not drawn)	-14	-7	-4	-2	1	-3	-4	-1	-2	-7
COC(=O)C1=C(c2ccc(C(C)=O)cc2)C[C@@H]2CC[C@H]1N2C(=O)NC1CCCCC1	0	0	-1	-1	2	7	-3	-1	-4	2
COc1ccn(C)c(=O)c1C#N	-6	3	0	3	4	-5	0	-1	-3	1
CN1C(=O)C(O)N=C(c2ccccc2)c2ccccc21 (stereo not drawn)	-13	6	2	-3	-7	6	-2	-3	1	-5
COc1ccc(CC2C(=O)N(c3ccccc3)C(=O)N(c3ccccc3)C2=O)c(OC)c1	1	2	3	5	2	6	13	4	7	-2
CC(C)C[C@H]1COc2cc(N3CCN(C)CC3)ccc2S(=O)(=O)N1	0	·	-3	3	4	7	3	-5	-9	0
CCN(CC)CCCC(C)N=C(c1ccccc1)c1c(O)n(C)c(=O)n(C)c1=O (stereo not drawn)	-11	0	-2	-1	-2	0	-7	5	-4	2
CCOC(=O)C1=C(C(=O)OCC)C2(c3ccccc3)c3ccccc3C1(C)N2C (stereo not drawn)	-5	·	4	-5	3	-37	5	-31	-87	-14
O=c1[nH]c2ccccc2n1C1CCN(C(c2ccnc3ccccc23)c2nnnn2-c2ccc3c(c2)OCCO3)CC1 (stereo not drawn)	-8	·	2	1	0	-10	8	-2	-4	4
COC(=NC1CCCC1)C(O)c1c[nH]c2ccccc12 (stereo not drawn)	10	-6	-1	0	2	0	5	1	-2	0
CCc1nnc(NS(=O)(=O)c2ccc(N=Cc3c(O)n(-c4ccc(Cl)cc4)c(=O)[nH]c3=O)cc2)s1	-2	-8	-1	2	2	-2	10	7	-2	1
CCN1C(=O)NC(=O)/C(=C\c2ccc(N3CCOCC3)cc2OC)C1=O	-2	·	1	21*	-6	-78	-2	-22	2	-3
O=C(c1ccc2c(c1)OCO2)C1CCCN(Cc2c(F)cccc2Cl)C1 (stereo not drawn)	2	-6	4	-2	3	-5	-7	4	-8	5
CCOC(=O)c1cc(C)sc1/N=C/C1C(=O)NC(=S)NC1=O	-6	-6	0	86*	5	-12	-7	-18	-10	1
O=C1NC(=O)N(c2ccc(Br)cc2)C(=O)/C1=C/c1ccsc1	7	-1	13	3	2	-10	14	-3	-12	8
O=C(N/N=C/c1c(O)n(Cc2ccc(F)cc2)c(=O)[nH]c1=O)c1ccccc1O	-4	24	-6	6	5	11	85*	12	34*	-2
O=C(Nc1c(F)cc(F)cc1F)c1cccn(Cc2ccccc2)c1=O	9	3	5	-1	2	6	-4	2	2	1
CC(=O)c1cc(C#N)c(N2CCN(C)CC2)nc1C	-7	-4	1	-6	-5	1	-2	10	6	4
S=P1(Oc2ccccc2)Nc2ccccc2N1	8	-2	-1	0	-3	1	1	2	2	2
CN1C(=O)C(=Cc2cn(CC#N)c3ccccc23)C(=O)N(C)C1=O	-2	-15	16*	32*	-1	-6	6	-5	3	5
COC(=O)CN(CCCl)P1(=O)OCCCN1CCCl (stereo not drawn)	-12	·	-1	-3	1	2	4	-6	3	2
COc1ccccc1-n1c(-c2ccc(C)cc2)nc2ccccc2c1=O	10	-2	-2	-3	3	-1	-5	3	-8	-8
O=C1CN=C(c2ccc(F)cc2)c2oc3ccccc3c2N1	1	-14	2	2	4	3	-1	-1	-1	4
CCCCn1c(O)c(/C=N/NC(=O)c2ccncc2)c(=O)[nH]c1=S	0	-27	-1	0	3	-90	28	-59	-69	0
CCOC(=O)[C@]12Cc3ccccc3[C@H]1N(CCC(=O)OC)C(=O)c1ccccc12	1	·	2	6	5	1	1	1	-3	-6
COC(=O)C1=C(c2cc3ccccc3o2)C[C@@H]2CC[C@H]1N2C(=O)NCc1ccc(F)cc1	-1	-28	-2	-2	-2	-3	0	0	2	-4
COC(=O)CSC1=NP(=S)(SCC(=O)OC)N2CCCC2=C1C#N (stereo not drawn)	9	4	-2	2	-1	9	-5	-3	3	0
CCCCn1c(O)c(C(C)=NC(Cc2c[nH]c3ccccc23)C(=O)OC)c(=O)[nH]c1=O (stereo not drawn)	-4	-8	4	2	5	9	-1	-5	-3	6
CCc1nc2ccccc2c(=O)n1-c1ccccc1OC	2	7	25*	0	0	-2	-2	-1	3	2
Cc1ccc(C2CC3CCC(C2)N3Cc2ccccc2F)cc1 (stereo not drawn)	5	-6	3	-1	-3	5	1	2	4	-4
C[C@H](NC(=O)OCc1ccccc1)C(=O)NC(Cc1ccccc1)P(=O)(Oc1ccccc1)Oc1ccccc1 (stereo partly drawn)	-9	·	0	-1	2	5	4	·	-11	-3
CN1CCN(C(=O)COc2ccc(S(=O)(=O)Nc3ccc(F)cc3)cc2)CC1	5	4	0	-7	-3	12	-4	-4	1	-2
NC1(C(=O)O)CCCc2ccc(N(CCCl)CCCl)cc21 (stereo not drawn)	9	4	-3	6	9	10	3	-8	17	-6
COC(=O)C1=C(c2ccccc2)C[C@@H]2CC[C@H]1N2C(=O)NCc1ccco1	4	-6	2	-2	-2	0	4	5	0	6
COc1ccc2c(c1)[C@@]13CCCCC1[C@@H](C2)NCC3 (stereo partly drawn)	10	·	-2	1	-1	2	38*	3	-8	0
COc1cccc(CCNCc2cccc(C(F)(F)F)c2)c1	1	2	8	-1	0	-3	-7	-1	10	1
CCN1CCN(c2nc3c(c(=O)[nH]2)CCC3)CC1	-6	-20	-7	7	1	-4	-2	-5	-1	-1
O=C1NC(=O)C(=Cc2cccs2)C(=O)N1	-6	7	2	15	-11	2	0	-11	-20	12
Oc1ccc2c3c1O[C@H]1c4[nH]c5ccccc5c4C[C@@]4(O)[C@@H](C2)N(CC2CC2)CC[C@]314	3	2	0	-3	-5	5	7	3	5	-6
CNC1(c2ccc(F)cc2)CCCCC1	-7	3	-5	1	5	0	-1	2	-1	2
CCOCCCn1c(N)c(C(=O)Nc2sc3c(c2C(=O)OC)CCCC3)c2nc3ccccc3nc21	70*	7	31*	2	14*	-13	25	-15	-31	-4
CCOc1ccc(N2C(=O)NC(=O)/C(=C\c3ccccc3[N+](=O)[O-])C2=O)cc1	6	3	1	13	2	0	10	8	10	3
Cc1cccc(-n2c(O)c(/C=N/N3CCOCC3)c(=O)[nH]c2=S)c1	3	6	3	-1	-2	1	0	1	4	0
O=C(CNS(=O)(=O)c1ccc(Br)s1)N1CCC2(CC1)OCCO2	-2	-2	2	-1	-1	4	0	8	0	0
Oc1ccc(CCNCc2cc3c(cc2Br)OCO3)cc1	-1	1	0	-2	3	2	2	2	3	1
C=CCN1CC[C@]23c4c5ccc(O)c4OC2C(O)C=CC3[C@H]1C5 (stereo partly drawn)	-16	-6	-4	6	1	1	0	-4	-8	1
Cc1c(N=Cc2c(O)n(Cc3ccco3)c(=O)[nH]c2=O)c(=O)n(-c2ccccc2)n1C	17	4	3	1	2	2	7	-6	1	-7
CN(C)[C@@H]1C(=O)C(C(N)=O)=C(O)[C@@]2(O)C(=O)C3=C(O)c4c(O)cccc4[C@@](C)(O)[C@H]3[C@H](O)[C@@H]12	12	51*	61*	61*	35*	10	70*	45*	63*	-2
CC1(C)NC(=S)C(C)(C)N1N=O	-10	1	1	3	-2	-2	4	1	8	9

Assay outcomes deposited in PubChem BioAssay by several laboratories.

This is a subset (hit frequency here may not be typical).
